GAA glycogen: inhibitors or activators of human alpha-glucosidase glycogen cleavage; recombinant GAA, glycogen substrate, Amplex Red glucose oxidase fluorescence; AID 2100; hit rate 0.38% among 300,000; Potency, µM (series often up to 76.4 µM), for the others: top-dose activity change, negative = inhibition, most hits filed as inhibitors; P10253;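 note: 0% = full enzyme reaction and -100% = no-enzyme basal signal; the screen sought inhibitors and activators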
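qHTS, 1536-well; enzyme 4 nM final; cpd up to 77 uM; substrate bovine liver glycogen 30 ug; 50 mM citrate/phosphate pH 5.0, 0.01% Tween-20; 37 C, 40 min; Amplex Red detection 45 min RT; Hill fit → AC50.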
L3MBTL1 block: inhibitors of human L3MBTL1. Potency, µM (highest dose often 57.1 µM), for the others: top-dose activity, negative = inhibition, actives largely listed as inhibitors. AID 485360. Q9Y468. AlphaScreen L3MBTL1–H3K9me1 peptide binding. hit rate 0.66% among 230,000; note: nearly all actives have a fitted effect of over 60% in size
Target sequence (Q9Y468 whole entry, looked up): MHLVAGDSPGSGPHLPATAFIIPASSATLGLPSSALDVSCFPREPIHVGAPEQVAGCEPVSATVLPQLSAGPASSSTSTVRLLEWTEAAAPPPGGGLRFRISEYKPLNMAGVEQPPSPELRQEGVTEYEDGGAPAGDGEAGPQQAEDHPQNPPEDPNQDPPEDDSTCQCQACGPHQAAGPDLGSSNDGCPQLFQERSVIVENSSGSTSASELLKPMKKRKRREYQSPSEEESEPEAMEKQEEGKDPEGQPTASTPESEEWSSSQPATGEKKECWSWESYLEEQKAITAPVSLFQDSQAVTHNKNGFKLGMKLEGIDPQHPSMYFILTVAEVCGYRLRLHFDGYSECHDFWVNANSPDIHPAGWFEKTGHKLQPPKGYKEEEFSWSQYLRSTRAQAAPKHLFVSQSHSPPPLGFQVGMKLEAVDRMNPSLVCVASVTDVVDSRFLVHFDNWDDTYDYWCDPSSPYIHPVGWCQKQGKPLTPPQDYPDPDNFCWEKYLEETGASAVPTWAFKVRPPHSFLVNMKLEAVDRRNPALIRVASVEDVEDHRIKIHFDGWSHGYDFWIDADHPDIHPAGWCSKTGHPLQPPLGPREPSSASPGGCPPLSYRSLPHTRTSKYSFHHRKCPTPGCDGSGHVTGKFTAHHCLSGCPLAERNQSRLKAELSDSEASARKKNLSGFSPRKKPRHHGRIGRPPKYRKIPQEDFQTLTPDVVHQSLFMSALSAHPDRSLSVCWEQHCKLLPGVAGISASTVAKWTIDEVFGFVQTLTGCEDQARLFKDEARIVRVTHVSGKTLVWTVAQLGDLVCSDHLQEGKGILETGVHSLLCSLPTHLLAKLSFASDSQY
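AlphaScreen proximity signal between nickel-chelate acceptor and streptavidin donor beads (final 10 ug/mL) reports binding of 50 nM L3MBTL1 to 75 nM biotin-H3 K9me1 peptide; complex incubated with compounds 30 min at room temperature; cefsulodin titration as control.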
TR SRC2 fluor cs: Texas Red fluorescence interference in TRb-SRC2 counter-screen. TRb/SRC2 Texas Red total fluorescence interference. Potency, µM (highest dose often 106 µM), inactives show at the highest dose fluorescence change, negative = quenching. hit rate 0.29% among 280,000. AID 1479; active = well fitted curve in either direction with a large enough effect; inconclusive = small, poorly fitted or top-dose-only effect
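Flags fluorescent or light-absorbing compounds by total fluorescence, S + 2P, at 555 nm excitation and 632 nm emission. Mixture: 20 nM Texas Red SRC2 peptide, 0.6 uM human TRb LBD, 1 uM T3, 5% DMSO; compound exposure 5 h at ambient temperature.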
TRb-SRC2 inh: inhibitors of human thyroid hormone receptor beta-SRC2 interaction. P10828. TRbeta-SRC2 peptide binding, fluorescence polarization; receptor liganded with 1 µM T3. Potency, µM (doses to about 106 µM), for the others: at the highest dose activity change, negative = inhibition, usual class: inhibitors. hit rate 0.065% among 280,000. AID 1469;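 note: plate controls were bound peptide for no effect and peptide without receptor for full effect; nearly all actives have a fitted effect of over 50% in size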
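Read-out is fluorescence polarization (555 nm excitation, 632 nm emission) of a Texas Red SRC2 coactivator peptide; loss of signal reflects blocked binding to human TRb ligand-binding domain in the presence of 1 uM T3.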
Numbers without * were called inactive; ? = inconclusive; · = not tested or not shown; [ ] = dose if it differs, or a comment. Unless noted, calls come from the whole dose curve; as a rule, active = well fitted curve in the direction sought with a large enough effect; inconclusive = small, poorly fitted or top-dose-only effect, or another doubt; inactive = no such curve, though single readings can be large; an effect the other way counts as inactive or inconclusive. Unless noted, % is set by controls: 0 for no effect and ±100 for the full control effect; potency is the fitted concentration of half-maximal effect. Not all compounds are listed (hit frequency here may not be typical).

SMILES	GAA glycogen	L3MBTL1 block	TR SRC2 fluor cs	TRb-SRC2 inh
CCN(CC)CCC(=O)O[C@H]1CC[C@]2(C)C3CC[C@@]4(C)C(CC[C@]4(C)O)C3CC[C@H]2C1 (some centres not stated)	·	2.6%	·	·
COc1cc2c(cc1O)[C@@H]1Cc3ccc(OC)c(O)c3CN1CC2	·	?	·	·
COc1ccc(-c2nn(Cc3ccccc3)cc2C(=O)NC2CC2)cc1OC	·	-5.6%	·	·
COC(=O)C1=C(c2ccc(Cl)c(C(F)(F)F)c2)C[C@@H]2CC[C@H]1N2C(=O)NCCOc1ccccc1	·	-0.9%	·	·
COC(=O)C1=C(c2cccc(C#N)c2)C[C@@H]2CC[C@H]1N2C(=O)N1CCCCC1	·	13.8%	·	·
CC[C@H](C)[C@@H](C(=O)N1CCCC1c1nccs1)N(C)C(=O)[C@H](CC(C)C)N(C)C(=O)[C@H](Cc1ccc(OC)cc1)N(C)C(=O)/C=C(\C)OC (some centres not stated)	·	-7.7%	·	·
C[C@]12CCC3C(CC[C@H]4C[C@@H](O)CC[C@]34C)C1CC[C@@]2(O)C(F)(F)F (some centres not stated)	·	-0.7%	·	·
C[C@]12CCC3C(C[C@@H](O)[C@H]4C[C@@H](O)CC[C@]34C)C1CC[C@@H]2O (some centres not stated)	·	1.9%	·	·
C[C@]12CCC3C(CC[C@H]4C[C@H](O)CC[C@]34C)C1[C@@H](O)[C@@H](O)[C@@H]2O (some centres not stated)	·	-4.0%	·	·
COC(=O)C1=C(c2cccc3c2S(=O)(=O)c2ccccc2-3)C[C@@H]2CC[C@H]1N2C(=O)N1CCOCC1	·	16.1%	·	·
COC(=O)C1=C(c2ccc3ccccc3c2)C[C@@H]2CC[C@H]1N2C(=O)NC1Cc2ccccc2C1	·	-13.0%	·	·
COc1cc(C(C)=O)ccc1OC(=O)N(C)c1ccccc1	·	55.9%[activator]	·	·
Clc1ccccc1N1CCN(Cc2ccc3c(c2)OCO3)CC1	-12.5%[76.3 µM]	-7.9%	·	·
O=C1NC(=S)N(c2ccccc2)C(=O)/C1=C/c1ccco1	?	-0.4%[2.29 µM]	·	·
c1ccc(CN2CCN(Cc3ccc4ccccc4c3)CC2)cc1	-11.0%[76.3 µM]	-3.6%	·	·
O=C(/C=C/c1ccccc1)NC(=S)N1C[C@H]2C[C@H](C1)c1cccc(=O)n1C2	-1.7%[76.3 µM]	2.5%	·	·
COc1cc(Br)c(CNCCc2ccc3c(c2)OCO3)cc1OC	-4.7%[76.3 µM]	-7.4%	·	·
CCOP(=S)(OCC)C(O)CCCCCn1c(=O)c(F)cn(C2CCCO2)c1=O (configuration not stated)	7.8%[76.3 µM]	2.6%[2.29 µM]	·	·
CCN1CCC(N(C)C2CCCCC2)CC1	2.4%[76.3 µM]	3.5%	·	·
O=C(O)C1C2CCC(O2)C1C(=O)Nc1cccc(Br)c1 (configuration not stated)	-5.7%[76.3 µM]	1.3%	·	·
C=CCn1c(O)c(C=Nc2ccc(F)cc2)c(=O)[nH]c1=O	10.8%[76.3 µM]	5.2%[2.29 µM]	·	·
Cc1cccc(CCNCc2cc3cccc(C)c3[nH]c2=O)c1	0.1%[76.3 µM]	-4.7%	·	·
Fc1cccc(CNCCc2c[nH]c3ccccc23)c1	-7.9%[76.3 µM]	-6.7%	·	·
ClCCN1CCN(c2ccnc3cc(Cl)ccc23)CC1	-14.0%[76.3 µM]	9.2%	·	·
COc1ccc(OC)c(NC(=O)N2C[C@H]3C[C@@H](C2)c2cccc(=O)n2C3)c1	2.6%[76.3 µM]	-3.7%	·	·
SMILES	GAA glycogen	L3MBTL1 block	TR SRC2 fluor cs	TRb-SRC2 inh
COc1cc(OC)c(OC)cc1CN1CCN(C(=O)Cc2ccccc2)CC1	5.8%[76.3 µM]	0.5%	·	·
COc1ccc(-c2nn(CCC#N)cc2C(=O)Nc2ccc(C(C)=O)cc2)cc1	-8.6%[76.3 µM]	-7.0%	·	·
O=C1CNC(c2ccccc2Cl)c2cc(Br)ccc2N1 (configuration not stated)	2.7%[76.3 µM]	2.9%	·	·
CCCCn1c(=O)c(C(=O)NCc2ccc(Cl)cc2)c(O)c2ccccc21	12.8%[76.3 µM]	-0.5%	·	·
COc1cccc(CNCCc2cccc(F)c2)c1OC	11.0%[76.3 µM]	0.1%[2.29 µM]	·	·
Cc1ccsc1CNCCc1ccccc1F	-3.3%[76.3 µM]	6.1%	·	·
COc1ccc(/C=C/C(=O)NC(=S)N2C[C@H]3C[C@H](C2)c2cccc(=O)n2C3)cc1OC	14.8%[76.3 µM]	-3.6%	·	·
CN1CCN(CC#CCOc2ccc(Cl)cc2)CC1	-4.7%[76.3 µM]	-5.9%	·	·
Cc1cccc(CN2CCN(C(=O)Cc3ccccc3)CC2)c1	0.3%[76.3 µM]	-3.1%	·	·
CCCCCn1c(=O)c(C(=O)Nc2ccccc2Cl)c(O)c2ccccc21	1.5%[76.3 µM]	-3.6%	·	·
Fc1ccc(CNC2CN3CCC2CC3)cc1 (configuration not stated)	-6.6%[76.3 µM]	3.4%	·	·
N#CCCn1cc(C(=O)Nc2ccccc2Cl)c(-c2ccc(F)cc2)n1	4.4%[76.3 µM]	-1.0%	·	·
Cc1cc(Oc2cc(NN3CCCCC3)c([N+](=O)[O-])cc2[N+](=O)[O-])ccc1[N+](=O)[O-]	-11.4%[76.3 µM]	?	·	·
COc1ccccc1CN1CCCC(C(=O)c2ccccc2OC)C1 (configuration not stated)	-2.0%[76.3 µM]	-1.8%	·	·
COc1ccccc1CCNC1CCCCCC1	11.1%[76.3 µM]	10.8%	·	·
COC(=O)c1ccccc1NC(=O)N1C[C@@H]2C[C@@H](C1)c1cccc(=O)n1C2	0.4%[76.3 µM]	8.4%	·	·
O=c1[nH]c(O)c(C=Nc2cc(F)cc(F)c2)c(=O)[nH]1	-3.6%[76.3 µM]	2.6%	·	·
COc1ccccc1N1CCN(Cc2ccc(SC)cc2)CC1	-4.3%[76.3 µM]	-9.6%	·	·
Cc1c(C=O)c2ccccc2n1Cc1ccccc1	-12.1%[76.3 µM]	4.8%	·	·
CN1CCC(=O)N(CCN=[N+]=[N-])CC1	50.1µM*	-4.7%	·	·
O=[N+]([O-])c1cc(Cl)c(O)c(-[n+]2c(-c3ccccc3)cc(-c3ccccc3)cc2-c2ccccc2)c1	2.7%[76.3 µM]	-6.3%	·	·
O=C1CN(O)C(c2ccccc2)=c2cc(Br)ccc2=N1	-4.4%[76.3 µM]	-2.9%	·	·
CCN1CCN(C(=O)Cc2ccc(C)cc2)CC1	-7.0%[76.3 µM]	-0.2%	·	·
CCCCn1c(=O)c(C(=O)NCc2ccccc2)c(O)c2ccccc21	-16.4%[76.3 µM]	-2.5%	·	·
CCCCCn1c(=O)c(C(=O)Nc2ccccc2N)c(O)c2ccccc21	12.1%[76.3 µM]	2.9%	·	·
SMILES	GAA glycogen	L3MBTL1 block	TR SRC2 fluor cs	TRb-SRC2 inh
c1cncc(CNC2CCCCC2)c1	-1.0%[76.3 µM]	-0.9%	·	·
Cc1c(C)c2ccc(OCC(=O)N3C[C@H]4C[C@@H](C3)c3cccc(=O)n3C4)cc2oc1=O	21.8%[76.3 µM]	?	·	·
COc1ccc(NC(=O)C2C3CCC(O3)C2C(=O)O)c(OC)c1 (configuration not stated)	3.7%[76.3 µM]	1.9%	·	·
Cc1nc2ccccc2c(=O)n1-c1cccc(C(F)(F)F)c1	2.1%[76.3 µM]	-4.0%	·	·
COc1ccc(CNCCc2ccc(Cl)cc2Cl)cc1	-9.6%[76.3 µM]	2.9%	·	·
CC1=Nc2ccccc2/C1=C/c1c(O)[nH]c(=O)[nH]c1=O	7.4%[76.3 µM]	3.3%	·	·
CCCCn1c(=O)c(C(=O)NCc2ccccc2Cl)c(O)c2ccccc21	15.2%[76.3 µM]	-6.9%[2.29 µM]	·	·
Cn1c(O)c(C=Nc2ccc(F)cc2)c(=O)[nH]c1=O	-22.5%[0.611 µM]	-10.0%	·	·
C=CCN1CCc2cccc3c2[C@H]1Cc1ccc(O)c(O)c1-3	6.31µM*	-13.0%	·	·
Cc1ccc(OCCOc2cccc(C=C3C(=O)NC(=O)NC3=O)c2)c(C)c1	-13.5%[76.3 µM]	26.3%	·	·
NC(=O)Cn1cc(C(=O)c2ccccc2)c2ccccc21	-14.1%[76.3 µM]	-2.1%	·	·
CCN(CC)c1ccc(N=Cc2c(O)[nH]c(=O)[nH]c2=O)cc1	2.6%[76.3 µM]	-8.2%	·	·
CCOc1cccc(N2C(=O)/C(=C/c3ccco3)C(=O)NC2=S)c1	12.7%[76.3 µM]	-91.7%	·	·
CCCCCn1c(=O)c(C(=O)Nc2ncccc2C)c(O)c2ccccc21	0.5%[76.3 µM]	-4.1%	·	·
COc1ccc(Br)cc1CNCCc1cccc(Cl)c1	1.6%[76.3 µM]	0.7%	·	·
O=c1c2ccccc2nc(/C=C/c2ccc(O)c(O)c2)n1-c1ccccc1	?	-3.1%	·	·
CN1CCN(Cc2cc3c(cc2[N+](=O)[O-])OCO3)CC1	-6.2%[76.3 µM]	2.0%	·	·
COc1ccc(CNCCc2ccccc2F)c(OC)c1C	-13.0%[76.3 µM]	-9.1%	·	·
COc1ccc(F)cc1C(=O)C1CCCN(Cc2ccc(O)cc2)C1 (configuration not stated)	4.1%[76.3 µM]	-4.2%	·	·
COc1ccccc1-n1c(-c2ccccc2)nc2ccccc2c1=O	18.1%[76.3 µM]	13.4%	·	·
O=c1[nH]c(O)c(C=Nc2ccc(Cl)c(C(F)(F)F)c2)c(=O)[nH]1	-2.6%[76.3 µM]	0.8%	·	·
COc1ccc(OCC#CCN2CCNCC2)cc1	-2.1%[76.3 µM]	0.6%	·	·
COc1ccc2c(C)c(CC(=O)N3C[C@H]4C[C@@H](C3)c3cccc(=O)n3C4)c(=O)oc2c1C	-3.9%[76.3 µM]	-2.9%	·	·
OC1(c2ccccc2)CCNC2CCCCC21 (configuration not stated)	0.1%[76.3 µM]	-8.3%	·	·
CCN(CC)C(=O)c1ccc(N(Cc2ccccc2)S(C)(=O)=O)cc1	15.3%[76.3 µM]	0.7%	·	·
COc1ccc(CN2CC=C(c3ccc(F)cc3)CC2)cc1Br	-19.9%[76.3 µM]	2.9%	·	·
CCCCCn1c(=O)c(C(=O)NCc2ccccc2)c(O)c2ccccc21	5.1%[76.3 µM]	11.3%	·	·
CCC(CC)N1CCN(Cc2nc3ccccc3c(=O)n2-c2ccc(F)cc2)CC1	11.2%[76.3 µM]	-1.8%	·	·
O=[N+]([O-])c1ccc(Cl)c([N+](=O)[O-])c1	·	-7.7%	-0.7%[201 µM]	2.2%[201 µM]

Ordered by heavy-atom count (rising): five of the compounds above
SMILES	GAA glycogen	L3MBTL1 block	TR SRC2 fluor cs	TRb-SRC2 inh
C=CCN1CCc2cccc3c2[C@H]1Cc1ccc(O)c(O)c1-3	6.31µM*	-13.0%	·	·
CCOc1cccc(N2C(=O)/C(=C/c3ccco3)C(=O)NC2=S)c1	12.7%[76.3 µM]	-91.7%	·	·
COc1ccc(F)cc1C(=O)C1CCCN(Cc2ccc(O)cc2)C1 (configuration not stated)	4.1%[76.3 µM]	-4.2%	·	·
CCCCCn1c(=O)c(C(=O)Nc2ncccc2C)c(O)c2ccccc21	0.5%[76.3 µM]	-4.1%	·	·
Cc1ccc(OCCOc2cccc(C=C3C(=O)NC(=O)NC3=O)c2)c(C)c1	-13.5%[76.3 µM]	26.3%	·	·

Another view of some results above:
The line under a structure holds: GAA glycogen, L3MBTL1 block, TR SRC2 fluor cs, TRb-SRC2 inh
COc1ccc(F)cc1C(=O)C1CCCN(Cc2ccc(O)cc2)C1 (configuration not stated)
→ 4.1%[76.3 µM], -4.2%, ·, ·
COc1ccccc1-n1c(-c2ccccc2)nc2ccccc2c1=O
→ 18.1%[76.3 µM], 13.4%, ·, ·
O=c1[nH]c(O)c(C=Nc2ccc(Cl)c(C(F)(F)F)c2)c(=O)[nH]1
→ -2.6%[76.3 µM], 0.8%, ·, ·
COc1ccc(OCC#CCN2CCNCC2)cc1
→ -2.1%[76.3 µM], 0.6%, ·, ·
COc1ccc2c(C)c(CC(=O)N3C[C@H]4C[C@@H](C3)c3cccc(=O)n3C4)c(=O)oc2c1C
→ -3.9%[76.3 µM], -2.9%, ·, ·

Screens as filed in PubChem BioAssay.
